# Source: PubChem (several laboratories)
# hK5 inh – kallikrein 5 (human) inhibition. Q9Y337. recombinant hK5, fluorogenic AMC substrate cleavage. inhibition, % at 5 µM. actives 0.59% (n = 210,000);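 active = inhibition of 40% or more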;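 note: 0% = enzyme controls without compound and 100% = no-enzyme blanks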
# Target sequence (Q9Y337 67-293 limits assumed): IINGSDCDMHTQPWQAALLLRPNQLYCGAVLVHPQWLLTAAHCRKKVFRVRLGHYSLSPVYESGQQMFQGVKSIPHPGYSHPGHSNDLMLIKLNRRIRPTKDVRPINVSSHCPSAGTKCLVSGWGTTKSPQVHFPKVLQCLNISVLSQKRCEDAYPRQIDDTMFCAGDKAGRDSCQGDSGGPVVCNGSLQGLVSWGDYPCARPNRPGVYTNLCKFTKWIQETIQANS
# Runt-SMMHC FRET – inhibitors of human RUNX1 Runt domain binding to CBFb-SMMHC | Q01196+Q13951 | Cerulean-Runt/Venus-CBFb-SMMHC FRET ratio 530/480, 1 h | inhibition, % at 20 µM | actives 0.74% (n = 220,000) | AID 1434;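 active = mean inhibition across duplicate retests at 20 µM reaching about 50%, limit read from the data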;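 note: 0% = DMSO wells and 100% = wells with excess untagged CBFb-SMMHC; inhibitors lower the FRET ratio by blocking Runt binding to CBFb-SMMHC; some results filed as inactive read as strong as hits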
# Target sequence (Q01196 whole entry, looked up, the tested form may be a part): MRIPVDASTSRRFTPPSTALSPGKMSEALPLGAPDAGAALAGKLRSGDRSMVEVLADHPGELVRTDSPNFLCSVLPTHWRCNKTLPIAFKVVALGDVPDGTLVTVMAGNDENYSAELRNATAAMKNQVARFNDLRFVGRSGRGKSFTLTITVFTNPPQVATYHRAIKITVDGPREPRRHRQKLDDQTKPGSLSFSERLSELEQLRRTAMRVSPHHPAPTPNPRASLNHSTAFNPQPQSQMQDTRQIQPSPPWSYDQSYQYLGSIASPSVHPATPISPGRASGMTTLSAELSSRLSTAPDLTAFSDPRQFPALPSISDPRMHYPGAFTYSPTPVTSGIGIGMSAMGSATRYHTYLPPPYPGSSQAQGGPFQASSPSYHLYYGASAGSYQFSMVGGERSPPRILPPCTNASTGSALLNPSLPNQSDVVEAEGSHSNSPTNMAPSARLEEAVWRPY
# Target sequence (Q13951 whole entry, looked up, the tested form may be a part): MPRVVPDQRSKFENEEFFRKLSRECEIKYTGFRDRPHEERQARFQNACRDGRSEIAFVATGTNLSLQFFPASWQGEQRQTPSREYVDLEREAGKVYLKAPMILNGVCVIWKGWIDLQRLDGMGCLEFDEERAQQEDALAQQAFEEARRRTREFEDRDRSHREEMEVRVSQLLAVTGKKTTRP
# FXIIa inh – blocks human coagulation factor XIIa protease activity | AID 800 | actives 0.3% (n = 220,000) | purified FXIIa, Boc-QGR-AMC fluorogenic substrate, 2 h | inhibition, % at 5 µM | P00748; in the data active = inhibition above about 40%;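 note: 0% = enzyme with no compound and 100% = blank without enzyme; many of its hits are not listed in these tables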
# Thrombin inh – thrombin (human) inhibition. P00734. alpha-thrombin, Boc-VPR-AMC fluorogenic substrate cleavage. inhibition, % at 5 µM. actives 0.26% (n = 220,000). AID 1046;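 active = inhibition at or above 40%; inactive = inhibition below 40%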;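 note: 0% = enzyme with no compound and 100% = wells without enzyme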
#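 Material: human alpha-thrombin enzyme / Medium: pH 7.5 Tris (50 mM) with NaCl 150 mM, Tween 20 0.05% / Compound: single-point dosing at 5 µM, 0.2% DMSO / Incubation: enzyme reaction carried out at room temperature / Detection: AMC fluorescence, 355/460 nm / Read-out basis: percent inhibition scaled between no-compound controls and no-enzyme blanks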
# Hck Nef HTS – inhibitors of human Hck kinase activated by Nef; P08631; actives 0.68% (n = 220,000); Recombinant Hck-YEEI plus Nef, Z-Lyte FRET kinase assay; AID 463187; inhibition, % at 20 µM;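 active = Hck-Nef kinase inhibition above about 50%, limit read from the data; inactive = inhibition below that limit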;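 note: 0% = DMSO with Hck plus Nef and 100% = Hck alone without Nef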
# 14-3-3 Bad PPI – disrupts binding of bovine 14-3-3 zeta to phospho-Bad peptide; inhibition, % at 21.7 µM; P63103; actives 0.71% (n = 220,000); TR-FRET 14-3-3zeta/Dy647-pBad peptide displacement, 1 h;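 active = inhibition above about 70%, limit read from the data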;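 note: 0% = full 14-3-3 plus peptide FRET controls and 100% = background without 14-3-3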
# FXIa inh – factor XIa (human) inhibition. P03951. purified FXIa, Boc-Glu-Ala-Arg-AMC fluorogenic substrate. inhibition, % at 5 µM. actives 0.14% (n = 220,000). AID 798;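 active = inhibition of at least 40%; inactive = inhibition below 40%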;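 note: fluorescence of freed AMC excited at 355 nm; 0% = enzyme without compound and 100% = no enzyme blank; many of its hits are not listed in these tables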
# Runt-CBFb FRET – blocks binding of human RUNX1 Runt domain to CBFb. Q01196+Q13951. Cerulean-Runt/Venus-CBFb FRET ratio 530/480, 1 h. inhibition, % at 20 µM. actives 0.46% (n = 220,000). AID 1496;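 active = inhibition over about 50% at 20 µM in the single-dose screen, limit read from the data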;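 note: 0% = DMSO wells and 100% = excess unlabeled CBFb competitor control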
#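 Buffer or medium: Tris pH 7.5 buffer with BSA. Assay system: Cerulean-labeled Runt domain protein. Amount: each fluorescent fusion protein 100 nM. Read-out basis: loss of energy transfer signal. Incubation: 1 h compound exposure, room temperature. Probe or stimulus: Venus-CBFb binding partner, 100 nM. Detection: FRET, excitation 422 nm, emission at 530 and 480 nm.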
# Wee1 stabilizer – human Wee1 degradation inhibition, primary screen; P30291; HeLa Luc-Wee1K328M stability, luciferase luminescence; 100% = proteasome inhibitor MG132 effect; reporter increase, % at 5 µM; actives 1.2% (n = 220,000); AID 1321;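 active = activation above the mean of all tested compounds plus 3 SD, set per screening run, cut at about 8.8% in these data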;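 note: cells exposed to compound for 20 h before luminescence read; 0% = DMSO alone and 100% = MG132 at 30 µM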
# * marks the source's active call; other numbers are inactive results; . = not tested or not shown; [ ] = dose if it differs, or a comment.
SMILES,hK5 inh,Runt-SMMHC FRET,FXIIa inh,Thrombin inh,Hck Nef HTS,14-3-3 Bad PPI,FXIa inh,Runt-CBFb FRET,Wee1 stabilizer
CCc1cc([N+](=O)[O-])cc(CC)c1N,-8,-1,14,0,36,-7,-4,1,-3
CCCCN=C(N)/C(C(=O)OCC)=C(\O)c1ccc(OC)cc1,1,-3,9,-7,-1,6,-9,-4,-1
Cc1cccc(/C=N\NC(=O)c2sccc2-n2cccc2)c1,-11,-3,18,6,4,-14,5,1,-2
CCOc1c(C=C(C#N)C#N)c2ccccc2n1CC,-13,7,0,-8,4,3,4,6,-1
Cc1ccc(CONC(=O)c2ccc(OC(F)F)cc2)cc1,6,3,10,11,29,-3,2,0,-2
Cc1cc(C)n2ncc(C(=O)NC3CCCCC3)c2n1,-1,2,14,-11,18,-4,19,-1,-2
C=CCOC(=O)Nc1c(C(=O)OC)[nH]c2ccccc12,-13,-4,2,-3,3,-5,-6,2,-2
CCOC(=O)C1(CCCc2ccccc2)CCN(C(=O)CCc2cnn(C)c2)CC1,-5,.,5,-8,19,-9,0,.,-4
O=C(Nc1ccc(Cl)cc1)C(c1ccccc1)N1CCOCC1 (centres undefined),-11,-2,0,-4,9,-5,-5,3,0
COC(=O)C1=C(C)OC(N)=C(C#N)C1c1cccnc1 (centres undefined),-25,-3,-6,-10,-1,-16[fluorescence artefact?],-6,-1,-2
Cc1cc(=O)oc2c1c(C)nn2-c1ccc(Cl)cc1,-3,-1,5,-1,20,-2,-2,-2,3
Cc1nn(Cc2ccc(Cl)cc2Cl)c(C)c1NC(=O)CCl,-5,-7,28,5,6,8,19,-1,0
Cc1cccc(-n2cc(CNCCc3nc(C)cc(C)n3)c(-c3cccc(F)c3)n2)c1,-2,1,3,-1,15,2,-2,0,2
CC[C@H](C)[C@H](NC(N)=O)C(=O)Nc1ccc(OC)c(Cl)c1,3,3,5,-13,25,0,0,1,-1
COc1ccc(NC(=O)C2CCC(C(C)(C)C)CC2)cc1S(=O)(=O)N1CCCCC1 (centres undefined),-17,-4,0,-10,3,-4[fluorescence artefact?],1,-14,7
CCOC(=O)c1c(NC(=O)CSc2nnnn2C)sc(C(=O)N(C)C)c1C,0,1,5,-2,-9,9,-2,2,-5
COc1ccc(S(=O)(=O)Nc2ccc(Oc3ncccn3)c(Cl)c2)cc1,0,-1,22,0,-19,9,14,0,1
COc1cc(-c2nc(-c3ccccc3)c(-c3ccc(F)cc3)[nH]2)cc2c1OCO2,-26,3,-2,-3,4,-23,-3,0,3
Cc1cc(C(C)(C)C)oc1C(=O)N(CC(=O)NC1CCCC1)c1cccc(C(F)(F)F)c1,-15,-2,14,-4,1,10,6,-8,-1
COc1ccc(OC)c(C(=O)COC(=O)c2cccnc2Cl)c1,-1,-1,11,-4,7,6,1,0,2
O=C1OCCC1Sc1nnc(-c2ccc(Cl)cc2)n1Cc1ccccc1 (centres undefined),-10,2,3,-7,-2,0[fluorescence artefact?],-5,0,-2
O=C(O)CCC(=O)Nc1ccc(C(=O)OC2CCCCC2)cc1,17,-4,9,-6,-1,-11,0,-3,1
CCOCCCNS(=O)(=O)Cc1ccccc1,2,2,8,-4,3,-1,-7,1,0
CCOC(CCn1c(SCC(=O)Nc2cc(C)on2)nc2ccccc2c1=O)OCC,-7,6,5,-7,20,-13,-5,-5,-1
COc1ccccc1CNN,.,-4,1,-5,-1,-6,-3,-1,-2
Cc1ccc(NC(=O)C2=CCN(S(=O)(=O)c3ccc(F)cc3)CC2)c(C)c1,-12,-1,12,-2,-5,-5,5,1,6
COc1ccc(S(=O)(=O)Cc2ccc(C(=O)NCCCN(C)c3ccccc3)o2)cc1,-12,0,22,-8,4,5,5,-1,-4
COc1ccc(OC)c(NC(=O)Cn2c(C)nc3ccccc3c2=O)c1,-6,1,3,-3,15,-3,-4,0,3
O=C(NC(=O)c1c(F)cccc1F)O/N=C1\CCCc2occc21,4,2,9,0,23,-7,1,0,-1
CCCCCCC1C(C#N)=C(N)OC2=C1C(=O)CCC2 (centres undefined),3,-2,11,1,3,8,0,3,-2
CC#CCN(CC#CC)S(=O)(=O)c1ccc(-n2cnnn2)c(OC)c1,1,2,12,-2,0,-2,5,0,-2
Fc1cccc(NC(=S)NCCc2ccccc2)c1,-9,4,-4,-7,1,0,3,1,-4
Cc1nc2ccc(S(=O)(=O)NCC(=O)N3CCCCC3)cc2s1,-8,-2,-7,-3,0,-7[fluorescence artefact?],2,1,-2
O=C(Nc1cccc(Cl)c1)Nc1cc(S(=O)(=O)N2CCCCC2)ccc1Cl,-8,2,6,-17,2,10[fluorescence artefact?],1,2,3
CCc1ccc(Nc2ncnc3nc[nH]c23)cc1,-3,2,8,-1,63*,-3,-2,0,-3
COc1cc(C(C)=O)ccc1Oc1ncnc2c1cnn2-c1cccc(Cl)c1,-8,-6,-5,-4,0,19[fluorescence artefact?],-9,-6,0
Cc1c(NC(=O)Nc2cccs2)cccc1[N+](=O)[O-],1,-2,6,-5,47,-20,2,7,0
Cn1c(CCN2CCOCC2)nc2cc(NC(=O)COc3ccc(Cl)cc3)ccc21,-8,4,13,6,3,9,-1,0,-3
CCCc1cc(=O)[nH]c(/N=C(/NC(=O)C(C)N2C(=O)c3ccccc3C2=O)Nc2ccccc2)n1 (centres undefined),-17,0,8,-1,5,-6,-6,-5,2
COc1ccc(NC(=O)C(=O)N2N=C3CCCCC3C2(O)C(F)(F)F)cc1 (centres undefined),4,11,7,-1,17,2,0,-11,2
CC[C@H](C)[C@H](NC(N)=O)C(=O)Nc1ccc(NC(C)=O)cc1,-1,-2,9,-2,18,-6,0,0,-3
CCOC(=O)C1=C(C)NC(C)=C(C(=O)OCC)C1C(=O)OCC(=O)N1CCc2ccccc21,7,0,7,6,7,-5,4,-5,0
CN(c1ccc(OCC(=O)OCC(=O)Nc2cccc([N+](=O)[O-])c2)cc1)S(=O)(=O)c1ccc(F)cc1,-7,-2,5,3,-1,7,-4,1,0
C#CCOCCOCCOCCNc1nc(N2CCN(C(=O)C([C@@H](C)CC)n3cc(C(N)Cc4ccc(O)cc4)nn3)CC2)nc(N2CCN(C(=O)[C@H](CCC(=O)O)n3cc(C(N)[C@H](C)CC)nn3)CC2)n1 (some centres undefined),-3,2,10,-4,-9,27,-3,5,-2
Cc1cc(C(=O)COC(=O)c2cccn2C)c(C)n1Cc1ccco1,2,-8,8,1,19,-11,0,0,7
COc1ccc(C(=O)Nc2ccc(S(=O)(=O)N3CCCCC3C)cc2)c(OC)c1OC (centres undefined),-15,-7,6,2,1,-2,6,-3,-2
CC1=C(C#N)C(c2cccnc2)C2=C(N1)c1ccccc1C2=O (centres undefined),-3,4,0,-18,19,-16,-4,-2,4
O=C(Nc1ccc(F)cc1F)c1ccc(COc2c(F)c(F)cc(F)c2F)o1,-10,3,16,2,7,2,3,-2,2
COc1ccc(C(NC(=O)c2c(F)c(F)c(F)c(F)c2F)c2ccccc2)cc1 (centres undefined),-5,3,3,-6,1,-7,-2,-3,-1
COc1ccc(C(=O)OCC(=O)Nc2ccc([N+](=O)[O-])cc2OC)c(O)c1,-20,-15,-6,0,28,0,-7,0,2
O=C(NCc1cccnc1)c1ccc(CN2CCc3ccccc3C2)cc1,-7,40,17,3,2,-3[fluorescence artefact?],7,0,3
COC(=O)c1c(C)nc2c(c(SC)nn2-c2ccccc2)c1N,-2,-2,11,1,1,3,5,-4,-1
NCCCC[C@@H]1NC(=O)[C@H](CCC(=O)O)NC(=O)c2cc([N+](=O)[O-])cc(I)c2NCC[C@@H](C(N)=O)NC1=O,-6,-6,15,-1,-4,-12,8,0,-4
Cc1ccc2cccc(S(=O)(=O)n3nc(C)cc3C)c2n1,-33,0,3,-1,3,1,-17,-1,-3
CCN(CC(=O)Nc1ccc2c(c1)OCCO2)Cc1cc(=O)oc2cc(C)c(C)cc12,1,1,1,-6,2,5,-6,-2,0
COc1cc(NC(=O)COC(=O)/C=C/c2ccccc2Cl)cc(OC)c1,-13,0,12,-9,-2,11,7,-3,9.0*
COc1ccc(OC2C(=O)N(c3cc(C)ccc3C)C2c2ccc(OC)c(OC)c2)cc1 (centres undefined),-18,3,5,-6,4,0,1,-1,-1
CN(CCOC(=O)c1cccc(Br)c1)C(C)(C)C,-1,-4,9,3,7,24,0,2,-1
CCOC(=O)c1[nH]c2ccccc2c1N=CN(CC)CC,-11,-1,0,-5,-2,67[fluorescence artefact?],-10,1,-1
CCOc1ccc(N/C(N)=N/c2nc(CSc3nnnn3-c3ccccc3)cc(=O)[nH]2)cc1,0,2,6,-4,-13,2,0,-3,-1

# Full records, quoted from the list:
# Listed for COc1ccc(C(NC(=O)c2c(F)c(F)c(F)c(F)c2F)c2ccccc2)cc1 (centres undefined) → hK5 inh: -5; Runt-SMMHC FRET: 3; FXIIa inh: 3; Thrombin inh: -6; Hck Nef HTS: 1; 14-3-3 Bad PPI: -7; FXIa inh: -2; Runt-CBFb FRET: -3; Wee1 stabilizer: -1
# Listed for CCOc1ccc(N/C(N)=N/c2nc(CSc3nnnn3-c3ccccc3)cc(=O)[nH]2)cc1 → hK5 inh: 0; Runt-SMMHC FRET: 2; FXIIa inh: 6; Thrombin inh: -4; Hck Nef HTS: -13; 14-3-3 Bad PPI: 2; FXIa inh: 0; Runt-CBFb FRET: -3; Wee1 stabilizer: -1

# New compounds follow
SMILES,hK5 inh,Runt-SMMHC FRET,FXIIa inh,Thrombin inh,Hck Nef HTS,14-3-3 Bad PPI,FXIa inh,Runt-CBFb FRET,Wee1 stabilizer
COc1ccc(/C=C2\SC(=O)N(CC(=O)NNC(=O)c3ccccc3O)C2=O)cc1,-190,-44,3,-10,12,62[fluorescence artefact?],8,-45,4
COc1ncnc2c1oc1nc(C)c3c(c12)CC(C)(C)OC3,-1,2,7,0,9,-16,1,-1,-3
O=C(NC(=S)NCCN1CCOCC1)c1ccc(Cl)cc1,-8,-1,16,-3,0,0[fluorescence artefact?],9,2,2
O=C(Nc1nnc(SCc2ccc(Cl)cc2)s1)c1ccco1,6,-1,24,4,0,3,9,-2,-1
Cc1cc(C(=O)N2CCCC2C(=O)O)c(C)o1 (centres undefined),-24,0,16,5,-7,8,6,2,0
O=[N+]([O-])c1ccc(Cl)c(/C=N/Nc2nc(N3CCOCC3)nc(N3CCOCC3)n2)c1,-6,-4,16,3,32,1[fluorescence artefact?],0,2,-2
COc1ccc2[nH]cc(CCNC(=S)NC3CCCC3)c2c1,-26,3,-9,-1,0,0,-7,0,-3
Cc1ccc(-c2noc(CSc3ccccc3)n2)cc1,3,2,3,-3,-10,-4,-3,-2,0
N#Cc1c(-c2ccc(C(F)(F)F)cc2)cc(-c2ccccc2)[nH]c1=S,-10,-1,0,-18,5,-14[fluorescence artefact?],-1,-1,-1
Cc1ccc(-n2cc(CN3CCNC(=O)CC3)c(-c3ccc(F)cc3)n2)cc1,1,0,4,-5,5,4,-1,-5,-2
CCC(CC)C(=O)Nc1nnc(SCC(=O)NC(C)(C)C)s1,0,-2,4,2,-1,-5,3,1,0
Cc1cc(=O)oc(C)c1C(=O)OCC(=O)c1ccc(Br)cc1,-8,-1,8,-1,13,4,-4,-1,-1
